SK-BR-3 tox 24h = SK-BR-3 proliferation inhibitors, primary screen, cell-based, human, 24 h | SK-BR-3 viability, CellTiter-Glo ATP luminescence; hits give low values | viability, % at 10 µM | actives 0.47% (n = 41,000) | AID 847, 2007;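 active = viability at or below the median of all test compounds minus 3 SD, in both replicates if run twice, cut at about 45% in these data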;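 note: 100% = median untreated cell wells and 0% = median positive control drug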
* hit, by the source's call. An excerpt. The share of hits here may be higher or lower than overall.

How did O=c1c2ccccc2oc2nc(C3CCCCC3)n(Cc3ccco3)c(=O)c12 do in these assays?
SK-BR-3 tox 24h: 85

What do the screens show for `CC(=O)CC(C)(C)n1nnc(-c2ccccc2)n1`?
SK-BR-3 tox 24h: 72

How did Cn1c(=O)[nH]c(=O)c2c1nc(NCCCn1ccnc1)n2Cc1ccccc1 do in these assays?
SK-BR-3 tox 24h: 98

How did CS(=O)(=O)Nc1ccc(N2CCCCC2)c(Cl)c1 do in these assays?
SK-BR-3 tox 24h: 91

How did CC(C)c1cc(C(=O)NCc2cccnc2)no1 do in these assays?
SK-BR-3 tox 24h: 85

How did CC1(O)CC(=O)N(c2ccccc2)O1 (stereo not drawn) do in these assays?
SK-BR-3 tox 24h: 86

How did COCCNC(=O)Cn1c(=O)n(CCC(=O)NCCc2ccccc2)c(=O)c2ccccc21 do in these assays?
SK-BR-3 tox 24h: 74

What do the screens show for `CC1CN(C2CCN(S(=O)(=O)c3ccccc3)CC2)CC(C)O1` (stereo not drawn)?
SK-BR-3 tox 24h: 116

How did O=C(COc1ccc(F)cc1)NC1CC1 do in these assays?
SK-BR-3 tox 24h: 96

Results for Cc1ccc2c(c1)N(CC(=O)N1CCCc3ccccc31)C(=O)C(C)O2 (stereo not drawn) ?
SK-BR-3 tox 24h: 103

How did CCC(=O)N(CCCN(C)C)c1nc(-c2cc(OC)ccc2OC)cs1 do in these assays?
SK-BR-3 tox 24h: 79

How did COc1ccc(-c2nnn(Cc3nn[nH]n3)n2)cc1OC do in these assays?
SK-BR-3 tox 24h: 115

Results for COc1cc(C(=O)Nc2ccncc2)cc(OC)c1OC ?
SK-BR-3 tox 24h: 91

What do the screens show for `Nc1nonc1-c1noc(N2CCCCC2)n1`?
SK-BR-3 tox 24h: 85

Results for O=C(CCCN1C(=O)c2ccccc2C1=O)Nc1ccc(S(=O)(=O)N2CCOCC2)cc1 ?
SK-BR-3 tox 24h: 95

How did CN1CCN(C(=O)C23CC4CC(CC(C4)C2)C3)CC1 do in these assays?
SK-BR-3 tox 24h: 81

Results for O=C(Cc1c(F)cccc1Cl)Nc1cccnc1 ?
SK-BR-3 tox 24h: 107

Results for CCNc1nc(SC(C)C(=O)OC)nc(N2CCOCC2)n1 (stereo not drawn) ?
SK-BR-3 tox 24h: 83

Results for Cc1ccc2nc(NC3=NCN(CCN4CCOCC4)CN3)nc(C)c2c1 ?
SK-BR-3 tox 24h: 100

How did O=C(Nc1ccccc1)c1ccc(NCCN2CCOCC2)c(S(=O)(=O)N2CCOCC2)c1 do in these assays?
SK-BR-3 tox 24h: 91

Results for Cc1c(C(=O)N(Cc2cccs2)C2CCS(=O)(=O)C2)oc2ccccc12 (stereo not drawn) ?
SK-BR-3 tox 24h: 97

How did CCOC(=O)COc1ccc(C2NC(C(=O)O)CS2)cc1 (stereo not drawn) do in these assays?
SK-BR-3 tox 24h: 95

What do the screens show for `COc1cc(N)cc(NC(=O)c2ccncc2)c1`?
SK-BR-3 tox 24h: 83

What do the screens show for `CN1CCC(OC(=O)C23CCC(C)(C(=O)O2)C3(C)C)CC1` (stereo not drawn)?
SK-BR-3 tox 24h: 91

How did Cc1ccc(SCCNC(=O)CN(c2ccc3c(c2)OCO3)S(C)(=O)=O)cc1 do in these assays?
SK-BR-3 tox 24h: 88

Results for CC(=O)c1ccc(Nc2nc(C)nc3c2oc2ccccc23)cc1 ?
SK-BR-3 tox 24h: 102

Results for O=C(CSc1nnc(Cc2cc(=O)[nH]c(=O)[nH]2)n1-c1ccccc1)NCC1CCCO1 (stereo not drawn) ?
SK-BR-3 tox 24h: 89

How did C=CCOc1cccc(C2/C(=C(/O)c3ccccc3)C(=O)C(=O)N2CCCN2CCOCC2)c1 (stereo not drawn) do in these assays?
SK-BR-3 tox 24h: 84

Results for Cc1cccn2c(=O)c3cc(C(=O)NCCCn4ccnc4)n(C)c3nc12 ?
SK-BR-3 tox 24h: 67

What do the screens show for `CC1(C)NC(=O)N(CN2C(=O)NC(C)(C)C2=O)C1=O`?
SK-BR-3 tox 24h: 106

Filtered by structure, the entries above containing a furan ring, fused or not (three)
How did O=c1c2ccccc2oc2nc(C3CCCCC3)n(Cc3ccco3)c(=O)c12 do in these assays?
SK-BR-3 tox 24h: 85

Results for Cc1c(C(=O)N(Cc2cccs2)C2CCS(=O)(=O)C2)oc2ccccc12 (stereo not drawn) ?
SK-BR-3 tox 24h: 97

Results for CC(=O)c1ccc(Nc2nc(C)nc3c2oc2ccccc23)cc1 ?
SK-BR-3 tox 24h: 102

Following part.
What do the screens show for `COC(=O)NCc1cc2cc(Cl)ccc2[nH]1`?
SK-BR-3 tox 24h: 98

Results for COc1cccc(NC(=O)[C@@H]2CCCN2C(=O)C2CCN(S(=O)(=O)c3ccc(C)cc3)CC2)c1 ?
SK-BR-3 tox 24h: 89

Results for N#CCCCCN1c2cccc3cccc(c23)S1(=O)=O ?
SK-BR-3 tox 24h: 89

What do the screens show for `Cc1oc2cc3oc(=O)c4c(c3cc2c1C)CCC4`?
SK-BR-3 tox 24h: 97

What do the screens show for `CCOc1ccccc1C1C(C(=O)Nc2ccccc2OC)=C(C)Nc2nnnn21` (stereo not drawn)?
SK-BR-3 tox 24h: 73

How did Cn1c(N)c(C(=O)COC(=O)Cc2ccsc2)c(=O)n(C)c1=O do in these assays?
SK-BR-3 tox 24h: 109

Results for O=C(COc1ccc(S(=O)(=O)NC2CCCCC2)cc1)NCc1ccccn1 ?
SK-BR-3 tox 24h: 91

What do the screens show for `CCOC(=O)c1c(O)c2ccccc2n(-c2ccccc2)c1=O`?
SK-BR-3 tox 24h: 96

What do the screens show for `CCOC(=O)N1CCN(C(=O)CCCOc2ccccc2)CC1`?
SK-BR-3 tox 24h: 97

What do the screens show for `OCc1nc2ccccc2n1CC(O)Cn1ccc2ccccc21` (stereo not drawn)?
SK-BR-3 tox 24h: 82

Results for COc1ccc(NC(=O)c2ccccc2Cl)cc1NC(=O)CN1CCOCC1 ?
SK-BR-3 tox 24h: 102

Results for CCOC(=O)N1CCN(S(=O)(=O)c2ccc(C(=O)Nc3nc4ccc(F)cc4s3)cc2)CC1 ?
SK-BR-3 tox 24h: 80

What do the screens show for `Cc1cccc(N2CCN(C(=O)c3ccc(NC(=O)C4CCCO4)cc3)CC2C)c1` (stereo not drawn)?
SK-BR-3 tox 24h: 102

Results for CCn1c(Cn2nnc(-c3ccccc3)n2)nnc1SCC(=O)Nc1cccc(C(C)=O)c1 ?
SK-BR-3 tox 24h: 86

Results for Cc1ccc(-c2cn3nc(C)c(C)nc3n2)cc1 ?
SK-BR-3 tox 24h: 86

Results for Cc1nonc1NC(=O)CSc1ccc(-c2ccccc2)nn1 ?
SK-BR-3 tox 24h: 95

How did COc1ccc(CCNC(=O)Cn2c(=O)oc3ccccc32)cc1OC do in these assays?
SK-BR-3 tox 24h: 106

Results for CCOC(=O)C(NC=O)(NC(C)(C)C)C(=O)OCC ?
SK-BR-3 tox 24h: 98

What do the screens show for `Fc1ccccc1-c1nc(NCCCN2CCOCC2)c2ccccc2n1`?
SK-BR-3 tox 24h: 112

Results for C=CCC1c2cccc(C(=O)O)c2C(=O)N1c1cccc(C)c1 (stereo not drawn) ?
SK-BR-3 tox 24h: 84

What do the screens show for `CCc1ccccc1NC(=O)CSc1nc2c(c(-c3ccco3)c1C#N)CCCC2`?
SK-BR-3 tox 24h: 108

Results for CCOC(=O)N1CCN(C(=O)COc2ccc(Br)cc2)CC1 ?
SK-BR-3 tox 24h: 80

Results for CCCCC12CN3CC(C)(CN(C1)C31C(=O)N(C)c3ccc(C)cc31)C2=O (stereo not drawn) ?
SK-BR-3 tox 24h: 88

Results for CCN1CCN(Cc2cc(=O)oc3ccc(Cl)cc23)CC1 ?
SK-BR-3 tox 24h: 78

How did COc1cccc(N2CCCn3c2nc2c3c(=O)n(CCN3CCOCC3)c(=O)n2C)c1 do in these assays?
SK-BR-3 tox 24h: 103

Results for CCOC(=O)C1CCN(c2ncnc3c2cnn3-c2ccc(OC)cc2)CC1 ?
SK-BR-3 tox 24h: 94

What do the screens show for `CCCCCOc1ccc(NS(C)(=O)=O)cc1`?
SK-BR-3 tox 24h: 99

What do the screens show for `CCCC(=O)C1=C(O)C(C(=O)OC)C(C)(C)CC1=NC` (stereo not drawn)?
SK-BR-3 tox 24h: 101

How did O=C(Nc1ccc2oc(-c3ccccc3)nc2c1)c1cccnc1 do in these assays?
SK-BR-3 tox 24h: 136

What do the screens show for `Cc1ccc(C(=O)COc2cccc(NC(=O)c3ccco3)c2)cc1`?
SK-BR-3 tox 24h: 97

Results for Cc1ccc(OCCN2C(=O)c3ccccc3C2=O)c(C)c1 ?
SK-BR-3 tox 24h: 108

What do the screens show for `CCOC(=O)c1sc(/N=C/N(C)C)c(C(=O)OCC)c1C`?
SK-BR-3 tox 24h: 100

Results for C=C(C)Cn1c(-c2ccc(OC)cc2)nc2ccccc21 ?
SK-BR-3 tox 24h: 95

What do the screens show for `O=C(NCCCN1CCOCC1)c1cc(-c2ccc(Br)cc2)on1`?
SK-BR-3 tox 24h: 86

How did CSc1nsc(SCc2cnc(C)nc2N)n1 do in these assays?
SK-BR-3 tox 24h: 92

What do the screens show for `CCOc1ccccc1-n1c(SCC(N)=O)nc2ccccc2c1=O`?
SK-BR-3 tox 24h: 78

Results for CCCn1c(-c2ccc(F)cc2)n[nH]c1=S ?
SK-BR-3 tox 24h: 96

Results for CCOC(=O)c1ccc(N2C(=O)CC(NC3CCN(C(=O)c4cccc(Cl)c4)CC3)C2=O)cc1 (stereo not drawn) ?
SK-BR-3 tox 24h: 113

What do the screens show for `CSc1ccccc1C(=O)NC1CC2CCC1C2` (stereo not drawn)?
SK-BR-3 tox 24h: 95

Results for CC1CC(=O)c2cnc(NCC3CCCO3)nc2C1 (stereo not drawn) ?
SK-BR-3 tox 24h: 107

Compounds shown so far that contain fluorine, in the order listed:
How did O=C(COc1ccc(F)cc1)NC1CC1 do in these assays?
SK-BR-3 tox 24h: 96

Results for O=C(Cc1c(F)cccc1Cl)Nc1cccnc1 ?
SK-BR-3 tox 24h: 107

Results for CCOC(=O)N1CCN(S(=O)(=O)c2ccc(C(=O)Nc3nc4ccc(F)cc4s3)cc2)CC1 ?
SK-BR-3 tox 24h: 80

What do the screens show for `Fc1ccccc1-c1nc(NCCCN2CCOCC2)c2ccccc2n1`?
SK-BR-3 tox 24h: 112

Results for CCCn1c(-c2ccc(F)cc2)n[nH]c1=S ?
SK-BR-3 tox 24h: 96

Further records.
Results for COc1cccc(N2C(=O)C(CC(=O)Nc3ccc(F)cc3)N(C3CCCCC3)C2=O)c1 (stereo not drawn) ?
SK-BR-3 tox 24h: 82

How did COCCN1CCN(c2c(C)c(C)nc3cc(-c4cccc(OC)c4)nn23)CC1 do in these assays?
SK-BR-3 tox 24h: 77

How did CCOc1nc(SCCOc2ccccc2)nc(N(C)C)n1 do in these assays?
SK-BR-3 tox 24h: 70

What do the screens show for `CCOC(=O)COc1ccc(Cl)cc1C1NC(=O)NC(C)=C1C(C)=O` (stereo not drawn)?
SK-BR-3 tox 24h: 108

How did O=C(Nc1ccc2c(c1)OCO2)C1CCN(c2ccc(S(=O)(=O)N3CCOCC3)cc2)CC1 do in these assays?
SK-BR-3 tox 24h: 86

How did O=C(O)C1C2C=CC3(O2)C1C(=O)N1c2ccccc2COC13 (stereo not drawn) do in these assays?
SK-BR-3 tox 24h: 87

How did COc1ccc(S(=O)(=O)Nc2ccc(F)c(F)c2)cc1Cl do in these assays?
SK-BR-3 tox 24h: 89

How did Cc1n[nH]c(C)c1S(=O)(=O)N1CCOCC1 do in these assays?
SK-BR-3 tox 24h: 109

What do the screens show for `O=C(c1cccc(S(=O)(=O)N2CCOCC2)c1)N1CCCc2ccccc21`?
SK-BR-3 tox 24h: 82

Results for Nc1ccccc1-c1nnc(SCc2ccccc2F)[nH]c1=O ?
SK-BR-3 tox 24h: 99

What do the screens show for `CC(C)C1N(S(=O)(=O)c2ccccc2)CCN1S(=O)(=O)c1ccccc1`?
SK-BR-3 tox 24h: 111

Results for Cc1ccc(Nc2nc(N)nc(CN3CCN(Cc4ccc5c(c4)OCO5)CC3)n2)cc1 ?
SK-BR-3 tox 24h: 93

Results for COc1ccc2nc(SCC(=O)Nc3ccc(S(=O)(=O)Nc4onc(C)c4C)cc3)[nH]c2c1 ?
SK-BR-3 tox 24h: 89

Results for FC(F)Oc1ccc(-c2csc(Cc3nnc4n3CCCCC4)n2)cc1 ?
SK-BR-3 tox 24h: 75

Results for COC(=O)C1(CCSC)NC(c2ccc(O)cc2)C2C(=O)N(c3ccc4c(c3)OCCO4)C(=O)C21 (stereo not drawn) ?
SK-BR-3 tox 24h: 86

Results for COc1ccccc1C(=O)N1CCN(c2cccc(Cl)c2)CC1 ?
SK-BR-3 tox 24h: 40*

What do the screens show for `Cc1cc(C)c(C#N)c(SCS(=O)Cc2ccc(Cl)cc2)n1` (stereo not drawn)?
SK-BR-3 tox 24h: 58

Results for Cc1nc(N2CCN(c3ncccn3)CC2)c2oc3ccccc3c2n1 ?
SK-BR-3 tox 24h: 82

How did O=C(CSc1ccc2c(c1)OCCO2)NC(=O)NC1CCCC1 do in these assays?
SK-BR-3 tox 24h: 101

What do the screens show for `CCc1nc(SCC(=O)Nc2ccnc3ccccc23)n[nH]1`?
SK-BR-3 tox 24h: 109

How did COc1ccc(CN2CC(C(=O)NCCN3CCOCC3)CC2=O)cc1 (stereo not drawn) do in these assays?
SK-BR-3 tox 24h: 100

How did Cc1ccc(N2CC(C(=O)NCCC(C)C)CC2=O)cc1 (stereo not drawn) do in these assays?
SK-BR-3 tox 24h: 97

How did COc1ccccc1N1CCN(CC(=O)Nc2ccc(CN3CCCCC3)cc2)CC1 do in these assays?
SK-BR-3 tox 24h: 92

How did O=C(COc1ccccc1Cl)N1CCN(c2ccc(F)cc2)CC1 do in these assays?
SK-BR-3 tox 24h: 87

Results for Clc1cccc(OCCn2cncn2)c1Cl ?
SK-BR-3 tox 24h: 97

Results for CCC(=O)N1CCc2cc(S(=O)(=O)NC(Cc3ccccc3)C(=O)NC3CCCC3)ccc21 (stereo not drawn) ?
SK-BR-3 tox 24h: 94

How did COc1cc(CSc2nnnn2-c2ccc(C)cc2)cc(OC)c1OC do in these assays?
SK-BR-3 tox 24h: 78

Screening data as filed in PubChem BioAssay.
